From PubChem
PhoP inhibition: inhibitors of PhoP regulon expression, primary screen, Salmonella Typhimurium, GFP reporter (AID 1863) | S. Typhimurium PhoP-regulated promoter GFP reporter, 4 h; higher % means a stronger effect | inhibition, % at 50 µM; hits with a dose series show IC50 in µM | 300,000 compounds, 0.16% hits;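 active = inhibition over 29.93%, a cutoff 3 SD above the screen mean, later confirmed by dose response; inconclusive = inhibition over 29.93% but no dose response follow-up; inactive = inhibition at most 29.93% or unconfirmed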;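 also: 0% = low Mg2+ inducing control and 100% = high Mg2+ repressing control; strong numbers were not always called active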
Rac1 GTP hydrolysis: MgcRacGAP GTPase-activating activity inhibitors, confirmation, biochemical, ADP Hunter fluorescence; MgcRacGAP-stimulated Rac1 GTP hydrolysis, ADP Hunter fluorescence; higher % means a stronger effect; GST-tagged Rac1 F28L mutant substrate; inhibition, % at 30 µM; hits with a dose series show IC50 in µM; 340,000 compounds, 0.6% hits; AID 624330, 2012;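 active = first-screen hits whose inhibition reached a set limit at any dose in the follow-up dose series; inconclusive = inhibition above the set first-screen limit but never retested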;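 also: fluorescence reports GDP produced by GAP-driven GTP hydrolysis; strong numbers were not always called active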
West Nile virus CPE: West Nile virus antiviral activity, cell-based, CPE readout (AID 1621). West Nile virus-infected cells, CPE inhibition; higher % means a stronger effect. CPE inhibition, % at 10 µM, or IC50 in µM where a hit was titrated. 290,000 compounds, 0.02% hits; in the data active = a potency from the dose series; inconclusive = CPE inhibition mostly from about 3.7% at the one dose, without a potency; inactive = the rest, 99 in 100 with CPE inhibition below about 2.2%; also: strong numbers were not always called active
RSV CPE inhibition: RSV antiviral activity via CPE protection, HEp-2 cells, primary 10 µM value included (AID 2391); CPE inhibition, % at 10 µM; hits with a dose series show IC50 in µM; 310,000 compounds, 0.13% hits; HEp-2 cells, RSV-induced CPE inhibition; higher % means a stronger effect; in the data active = a potency from the dose series; inconclusive = CPE inhibition mostly from about 23% at the one dose, without a potency; inactive = the rest, 99 in 100 with CPE inhibition below about 21%; also: strong numbers were not always called active
UTI89 phage lysis: inhibition of K1F phage lysis, E. coli UTI89, bacterial capsule biogenesis inhibitors, alamar blue (AID 488966). E. coli UTI89 K1F phage lysis, alamar blue, 2 h; higher % means a stronger effect. one-dose inhibition, % at 100 µM; IC50 in µM for titrated hits. 340,000 compounds, 0.02% hits;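 active = phage lysis inhibition, versus mean bacterial control, above a set limit; inconclusive = no clear call, values can overlap the other calls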;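 also: capsule biogenesis inhibitors block K1F phage lysis so surviving cells raise fluorescence; higher fluorescence means more inhibition of phage lysis; actives were called in the ten point dose series up to 300 µM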
T cell HTS: modulators of CD8 T cell-vesicle binding, primary screen, mouse 2C CD8+ T cells, flow cytometry; 2C CD8+ T cell-vesicle binding; stronger effect = lower value; calls only at 7 µM; 330,000 compounds, 0.068% hits; AID 2052, 2009;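 active = response, share of CD8 T cells binding vesicles, and their 90th percentile fluorescence all below set limits, cut at about 80% in these data, passing the limit was not always enough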
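Read-out – percent CD8+ FL2 mean versus row control · System – murine 2C transgenic CD8+ T lymphocytes · Times – 1.5 h cell–vesicle binding at 37 °C, then 20 min icy labelling · Control set – naked vesicles low, QL9 vesicles with vehicle high · Detection – cytometric PE anti-B7-1 and Alexa647 anti-CD8 signals after 1% paraformaldehyde fixation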
NTR1 agonist: agonists of NTR1, primary screen, imaging, U2OS cells, beta-arrestin-GFP, high content (AID 493036) | activation, % at 20 µM | 330,000 compounds, 0.17% hits | Neurotensin receptor type 1 (Homo sapiens), P30989 | NTR1-U2OS beta-arrestin-GFP spot imaging, agonist mode;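 active = activation at or above 40% of the spot to cytoplasm intensity ratio, with at least 20 cells analyzed; inconclusive = wells under 20 cells, flagged as cytotoxic or low count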;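 also: 0% = DMSO without peptide and 100% = 100 nM NTR1 peptide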
Target sequence (P30989 whole entry, looked up): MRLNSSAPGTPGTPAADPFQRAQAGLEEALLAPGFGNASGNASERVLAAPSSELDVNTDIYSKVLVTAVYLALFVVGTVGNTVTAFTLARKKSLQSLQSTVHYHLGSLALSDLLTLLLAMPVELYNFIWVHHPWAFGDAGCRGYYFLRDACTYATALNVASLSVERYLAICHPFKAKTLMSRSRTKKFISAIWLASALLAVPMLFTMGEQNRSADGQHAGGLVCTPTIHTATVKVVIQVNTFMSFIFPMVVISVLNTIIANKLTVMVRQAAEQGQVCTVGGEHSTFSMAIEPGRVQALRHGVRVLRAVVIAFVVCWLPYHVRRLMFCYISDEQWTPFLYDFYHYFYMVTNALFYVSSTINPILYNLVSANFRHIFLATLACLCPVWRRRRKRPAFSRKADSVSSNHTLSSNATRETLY
Dengue-2 NS5 capping: Dengue-2 NS5 methyltransferase inhibitors, primary screen, biochemical, confirmation dose response (AID 588689). Genome polyprotein (Dengue virus type 2 (strain 16681-PDK53)). inhibition, % at 25 µM; hits with a dose series show IC50 in µM. 340,000 compounds, 0.3% hits. Dengue-2 NS5 methyltransferase capping enzyme assay, biochemical; higher % means a stronger effect; in the data active = a potency from the dose series; inconclusive = inhibition above about 29% without an active follow-up result
Large T inhibition: SV40 large T antigen inhibitors, biochemical (AID 1903); SV40 large T antigen ATPase/helicase inhibition assay; higher % means a stronger effect; one-dose inhibition, % at 20 µM; IC50 in µM for titrated hits; 310,000 compounds, 0.39% hits; in the data active = a potency from the dose series; inconclusive = inhibition mostly from about 32% at the one dose, without a potency; inactive = the rest, 99 in 100 with inhibition below about 32%; also: strong numbers were not always called active
T cell HTS vesicle-bound %: also measured in T cell HTS; calls as there; double positive events, %; measured here: CD8+ vesicle-bound cell fraction;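 binding gate set so that unloaded-vesicle control wells show 10% double positive cells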
NTR1 agonist cell count 20 µM: second read-out of NTR1 agonist, no call of its own (marks repeat the call); cell count; measured here: cell count, cytotoxicity flag
Dengue-2 NS5 capping pilot replicate: further read-out of Dengue-2 NS5 capping, marked with its call; inhibition, %; measured here: pilot screen replicate inhibition
The depositor's hits bear a star; i = inactive; ? = inconclusive; · = not tested or not shown; [ ] = dose if it differs, or a comment.

SMILES	PhoP inhibition	Rac1 GTP hydrolysis	West Nile virus CPE	RSV CPE inhibition	UTI89 phage lysis	T cell HTS	T cell HTS vesicle-bound %	NTR1 agonist	NTR1 agonist cell count 20 µM	Dengue-2 NS5 capping	Large T inhibition	others
C[C@@H]1CN(C(=O)c2nc3ccc(Cl)cn3c2CN(C)CCc2cnn(C)c2)C[C@H](C)O1	-3%	5%	-0.8%	1.7%	0.3%	i	14	-1.4	51	-2%	7%
COc1ccc(OC)c(C(c2c(C)[nH][nH]c2=O)c2c(C)[nH][nH]c2=O)c1	-6%	13%	-0.3%	3.5%	0.5%	i	24	1.5	95	-8%	11%
CCCCNc1ccc2nsnc2c1[N+](=O)[O-]	10%	1%	-0.3%	8.7%	0.0%	i	42	2.7	32	2%	14%
CCCNC(=O)c1ccc(C2SCC(=O)N2CCc2ccccc2)cc1 (centres undefined)	7%	6%	-1.2%	0.5%	1.1%[50 µM]	i	10	1.1	62	-9%	11%
COc1ccc2nc(C)cc(SCC(=O)N3CCCCC3)c2c1	5%	7%	-1.4%	0.4%	-0.6%	i	18	0.5	37	-10%	5%
O=C(/C=C/c1ccccc1)NC(=S)NNS(=O)(=O)c1ccccc1	0%	6%	-0.1%	-0.4%	-0.1%	i	25	4.9	92	6%	25%
CC1(c2ccc(OC(F)F)cc2)NC(=O)N(CC(=O)Nc2ccccc2)C1=O (centres undefined)	2%	5%	-0.3%	10%	0.0%	i	26	3.3	53	-1%	6%
Cc1cc(C)n(CC(=O)N/N=C/c2cc(Br)cc([N+](=O)[O-])c2O)n1	-7%	4%	-0.2%	4.4%	-0.2%	i	35	-2.5	93	4%	-2%
O=c1cc(CSc2nc(NCc3ccccc3)c3ccccc3n2)nc2ccc(Cl)cn12	33%	5%	-0.6%	6.6%	0.2%[50 µM]	i	35	4.9	54	1%	5%
CCCCCCCN=CC1=C(O)CC(c2ccccc2)CC1=O (centres undefined)	2%	0%	-0.9%	2.7%	0.0%	i	33	4.7	64	1%	2%

Reprinted from the part before: 2 entries, then new ones.
SMILES	PhoP inhibition	Rac1 GTP hydrolysis	West Nile virus CPE	RSV CPE inhibition	UTI89 phage lysis	T cell HTS	T cell HTS vesicle-bound %	NTR1 agonist	NTR1 agonist cell count 20 µM	Dengue-2 NS5 capping	Large T inhibition	others
O=c1cc(CSc2nc(NCc3ccccc3)c3ccccc3n2)nc2ccc(Cl)cn12	33%	5%	-0.6%	6.6%	0.2%[50 µM]	i	35	4.9	54	1%	5%
CCCCCCCN=CC1=C(O)CC(c2ccccc2)CC1=O (centres undefined)	2%	0%	-0.9%	2.7%	0.0%	i	33	4.7	64	1%	2%
COc1ccc(CCNC(=O)c2cc([N+](=O)[O-])cc([N+](=O)[O-])c2)cc1OC	11%	5%	0.4%	0.9%	1.3%[50 µM]	i	43	·	·	-3%	0%
CC(=O)N1CSCC1C(=O)O (centres undefined)	-5%	9%	0.0%	1.1%	-0.3%	i	36	1.2	52	-1%	5%
CC1(C(=O)Nc2cccc(S(=O)(=O)N3CCOCC3)c2)Cc2ccccc2C(=O)O1 (centres undefined)	6%	-2%	0.8%	-1.1%	0.1%	i	4	2.5	35	-1%	-14%
S=c1[nH]nc(CCc2ccccc2)n1-c1ccc(Cl)cc1	-3%	2%	-0.3%	-0.5%	0.3%	i	4	-0.6	36	-3%	7%
O=C(Cc1cccs1)N1CCN(C(=O)C2CCCO2)CC1 (centres undefined)	-8%	1%	0.3%	0.9%	3.3%	i	25	2.3	60	2%	18%
CC(=O)c1c(Nc2ccccc2)sc(C(=O)c2ccccc2)c1C	8%	-3%	-1.1%	1.0%	2.9%	i	11	12	36	5%	-12%
CC(C)CC(=O)Nc1nnc(S(=O)(=O)N(C)Cc2ccco2)s1	9%	5%	0.2%	0.0%	0.3%	i	30	-1.5	60	-9%	30%
C=CCN1C(=O)C(=O)N(Cc2nc3ccccc3s2)C1=O	-6%	10%	-0.3%	0.8%	0.1%	i	15	1.1	41	-6%	7%
CCn1cc(C(=O)N2CCCC2)c(=O)c2cc(S(=O)(=O)N3CC(C)CC(C)C3)ccc21 (centres undefined)	1%	3%	0.1%	1.8%	0.0%	i	16	-1.0	65	2%	8%
CC#CCN1c2ccccc2[C@]23C[C@@H](C(=O)OC)N(C(=O)OCC)C2=NC(C(=O)OC)=C(C(=O)OC)[C@H]13	-1%	-4%	0.4%	0.2%	-0.5%	i	21	0.5	62	5%	-1%
CC1CN(C/C(=N\O)C23CC4CC(CC(C4)C2)C3)CC(C)O1 (centres undefined)	-8%	·	0.5%	0.2%	-1.1%[50 µM]	i	36	·	·	-4%	19%
COc1cccc(Cn2nnc(C(=O)NCc3ccccc3Cl)c2N)c1	5%	1%	-1.3%	3.6%	5.6%	i	58	-5.0	55	4%	13%
OC(COCC1CC=CCC1)Cn1cnc2ccccc21 (centres undefined)	-3%	4%	-0.4%	?	-0.1%	i	39	-0.5	78	-7%	2%
COc1ccc(N2C(=O)c3ccc(C(=O)Nc4ccc(NC(C)=O)cc4)cc3C2=O)cc1	7%	8%	-1.0%	1.2%	0.3%	i	52	1.4	65	-6%	10%
CCCn1c(=N)n(CC(=O)c2ccc(OCC(=O)OC)cc2)c2ccccc21	·	-3%	·	2.1%	-2.5%	i	22	3.9	59	0%	11%
CCn1c(SCC(=O)NCC2CCCO2)nc2ccccc21 (centres undefined)	·	8%	·	1.4%	0.9%[50 µM]	i	23	0.4	59	-1%	·
C/C(C=O)=C/c1ccccc1	·	5%	·	1.0%	-0.4%	i	30	2.2	59	-8%	·
CCN(CC(=O)NCc1cccs1)C(=O)c1cccc(S(=O)(=O)Nc2ccccc2Cl)c1	2%	1%	·	-2.1%	0.5%[50 µM]	i	13	0.9	50	-2%	6%
COc1ccc(NC(=O)c2cc(C3CC3)on2)c(OC)c1	1%	3%	0.0%	0.4%	-2.3%	i	10	-1.1	52	-3%	6%
c1coc(CNc2nc3sc4c(c3c3ncnn23)CCCC4)c1	-10%	6%	-0.1%	1.9%	0.9%	i	10	28	59	-8%	9%
COc1ccc(N2CC(C(=O)Nc3cccnc3)CC2=O)cc1 (centres undefined)	1%	3%	0.1%	0.7%	0.8%	i	23	-0.3	53	-9%	10%
C=CCn1c(SCC(=O)N(C)CC(=O)Nc2ccc(C)cc2)nnc1-c1ccncc1	·	-1%	·	·	3.3%	i	34	2.8	68	-2%	·
O=C(/C=C/c1ccc(F)cc1)NCCC1=CCCCC1	6%	8%	-0.9%	13%	0.7%	i	30	8.0	74	-7%	5%	Dengue-2 NS5 capping pilot replicate=5.2
O=C(Nc1ccccc1)C1CCCN(C(=O)c2ccc(Cl)cc2)C1 (centres undefined)	-4%	4%	-1.0%	0.8%	1.0%	i	55	-1.9	76	-5%	-1%
CCOC(=O)c1nn(-c2ccccc2)c(=O)c2c(N)scc12	-13%	20%	-0.2%	1.4%	0.2%	i	31	-3.1	97	8%	5%
Cc1cc(C(F)F)n2nc(C(=O)Nc3ccc(S(=O)(=O)N4CCCC4)cc3)nc2n1	6%	10%	0.3%	2.2%	1.0%	i	59	3.4	50	-2%	9%
COc1ccc(C2C(C(=O)Nc3cccnc3)=C(C)Nc3nc(-c4cccs4)nn32)cc1OC (centres undefined)	-2%	0%	0.6%	0.7%	-1.1%	i	29	-2.1	50	2%	-1%
CCN(CC)C(=O)CSc1nc2c(sc(=S)n2-c2ccccc2)c(=O)[nH]1	15%	3%	0.2%	-0.1%	3.1%	i	39	0.7	29	-7%	3%
O=C(NNC(=S)Nc1ccc(F)c(Cl)c1)c1ccccc1Br	-4%	7%	0.4%	8.6%	0.2%	i	29	0.3	36	3%	15%
O=C1[C@@H]2Cc3ccccc3CN2C(=O)N1c1cccc(F)c1	-14%	7%	-0.9%	2.3%	0.0%	i	48	-0.9	59	-8%	6%
O=[N+]([O-])c1ccn(-c2nc(-c3ccccc3)cc(C(F)(F)F)n2)n1	-1%	12%	-0.9%	3.3%	-0.2%	i	37	1.9	53	-7%	6%
COc1ccc(CN(Cc2cc3cccc(C)c3n3nnnc23)C(=O)N2CCOCC2)cc1	-1%	12%	-0.8%	5.0%	-0.4%	i	32	2.2	55	-6%	9%
C=CCNC(=S)NNC(=O)c1ccc(Br)cc1	-3%	6%	-0.1%	-0.5%	2.8%	i	29	0.2	52	-7%	17%
NNc1nc2sc3c(c2c(=O)n1-c1ccccc1)CCCC3	-4%	-1%	-0.1%	3.8%	-0.4%	i	39	4.5	55	-11%	19%
COc1ccc(S(=O)(=O)c2c(O)c3ccc(C(=O)Nc4cccc(F)c4)cc3[nH]c2=O)cc1	-1%	10%	0.7%	0.3%	0.5%	i	8	1.5	66	5%	5%
CN(CCc1ccccn1)C(=S)NC(=O)c1ccco1	2%	4%	-0.1%	0.8%	0.5%	i	61	-1.4	81	-10%	5%
Cc1ccc(COC(=O)c2ccc3ccccc3n2)cc1	5%	5%	-0.8%	1.4%	0.1%	i	30	-1.2	44	-7%	6%
CCN(CC)S(=O)(=O)c1ccc(C(C)NCC(=O)Nc2ccccc2C(=O)NC2CC2)cc1 (centres undefined)	·	8%	·	·	1.2%[50 µM]	·	·	-0.9	81	-12%	·
CCOC(=O)NC(Nc1nc2ccccc2s1)(C(=O)OCC)C(F)(F)F (centres undefined)	2%	-4%	0.1%	1.6%	-2.1%	i	14	1.8	56	1%	1%
Cc1cc(C)cc(OCC(=O)Nc2ccc(N3CCOCC3)cc2N2CCOCC2)c1	·	0%	·	2.8%	0.5%[50 µM]	i	34	9.8	93	-1%	·
COc1ccc(Br)cc1CN1CCN(Cc2c[nH]c3ccccc23)CC1	4%	86µM*	-0.3%	?	0.2%	i	60	5.1	101	-7%	5%
COc1cccc(NC(=O)Nc2ccc3c(c2)OCO3)c1	-3%	6%	-0.5%	4.4%	0.2%	i	8	0.7	53	-6%	11%
